Cav3 T inh = human Cav3.2 channel inhibition, primary screen. 4% of 100,000 active. B-score at 10 µM. Cav3.2-expressing cells, Fluo-4 calcium fluorescence FDSS; active compounds read low;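 active means single-dose well whose peak fluorescence ratio is a statistical outlier from its plate by either plate-standardised score or position-corrected B-score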
Active calls of the source: *. Not all compounds are listed, so the mix of outcomes need not match the whole.

SMILES | Cav3 T inh
CC(O)(CS(=O)(=O)Cc1ccccc1Cl)C(=O)Nc1cccc(C(F)(F)F)c1 (stereo not given) | -3.81
Cc1ccc(C(C(=O)NC2CCCC2)N(Cc2ccco2)C(=O)CCC(=O)Nc2cc(C)on2)cc1 (stereo not given) | -2.47
O=c1cnc2ccccc2n1CC1CCCCC1 | -0.114
O=C(Nc1nnc(C2CC2)s1)c1cc2c(s1)CCCCCC2 | 0.0657
CCOC(=O)C1C(=O)C=C(c2ccc(C)cc2)CC1c1ccco1 (stereo not given) | -2.69
C=CCn1c(CSCc2ccc(C)cc2)nnc1SCC(=O)NCc1ccccc1 | -3.6*
Cc1ccc(C2CC(c3cccs3)=NN2C(=O)c2ccc(Br)o2)cc1 (stereo not given) | -4.04*
CC(=O)Oc1cccc(N2C(=O)C3C4C=CC(C4=C(C)C)C3C2=O)c1 (stereo not given) | 1.61
COc1ccccc1C(=O)NC(CCSC)C(=O)NCC(c1ccco1)N(C)C (stereo not given) | 0.0396
CCn1c2ccccc2c2nnc(SCC(=O)NCCOC)nc21 | 0.4
CCn1c(=O)cc(OCC(=O)Nc2ccc(C)cn2)c2ccccc21 | -0.525
C=CCNC(=O)c1ccc(-c2nc(-c3ccc(Cl)cc3Cl)cs2)cc1 | -0.535
Cc1cc(C)c2c(N=NN(C)C)[nH]nc2n1 | 0.0106
COc1cc(OC)cc(-c2nc(-c3cc4cc(C)ccc4nc3OC)no2)c1 | -1.3
CCO[C@H]1OC(C(=O)N2CCN(Cc3ccc4c(c3)OCO4)CC2)=C[C@@H](C2CCCCC2)[C@@H]1CCCO | -0.0365
O=C1N[C@@H](Cc2cn(S(=O)(=O)c3ccc([N+](=O)[O-])cc3)c3ccccc23)C(=O)N[C@H]1Cc1ccccc1 | -1.91
CC(=O)Oc1ccc(C(C)=O)c2c1OCCO2 | 0.0168
COc1ccc(SCc2noc(C(=O)NC(C)C)c2C(=O)O)cc1 | 0.0113
CCn1c(SCC(=O)NCc2ccco2)nnc1-c1cccs1 | 0.517
O=C(O)c1cccc(NC(=S)NC(=O)C(c2ccccc2)c2ccccc2)c1 | -0.98
Cc1ccccc1C(=O)Nc1ccc(Cl)cn1 | 0.0787
Cc1ccc(-c2nnn(CCC(=O)Nc3ccc4c(c3)OCO4)n2)cc1 | 0.379
CCOc1c(Cl)cc(C2NC(=O)NC(C)=C2C(=O)NCc2ccccc2)cc1OC (stereo not given) | 0.155
Clc1ccc(OCCSc2ncccn2)c2ccccc12 | -2.46
CCN(CC)CCOC(=O)C12CC3CC(CC(C3)C1)C2 | 0.347

Brought forward from above: 4 entries; new compounds follow.
SMILES | Cav3 T inh
Cc1ccc(-c2nnn(CCC(=O)Nc3ccc4c(c3)OCO4)n2)cc1 | 0.379
CCOc1c(Cl)cc(C2NC(=O)NC(C)=C2C(=O)NCc2ccccc2)cc1OC (stereo not given) | 0.155
Clc1ccc(OCCSc2ncccn2)c2ccccc12 | -2.46
CCN(CC)CCOC(=O)C12CC3CC(CC(C3)C1)C2 | 0.347
Cc1ccsc1C(=CCCN1CCC[C@@H](C(=O)O)C1)c1sccc1C | 0.435
COc1ccc2[nH]c(=O)c(-c3noc(-c4ccc(F)cc4)n3)cc2c1 | -0.125
Cc1ccc(S(=O)(=O)N2C(=O)CCC2C(=O)NCc2ccco2)cc1 (stereo not given) | 1.41
COc1ccc(Nc2cc(=O)n(C3CCCCC3)c(=O)[nH]2)c(OC)c1 | -0.36
O=C(CCCc1c[nH]c2ccccc12)N1CCOCC1 | 0.519
Cc1ccc(C2OCC3(CO)COC(c4ccc(C)cc4)N23)cc1 (stereo not given) | -0.117
CCc1ccc(N2CC(C(=O)Nc3nnc(CC)s3)CC2=O)cc1 (stereo not given) | -0.0189
Cc1cc(Nc2c(C)cccc2C)n2nc(C)nc2n1 | 0.173
O=C1c2ccccc2C(Nc2ccc(S(=O)(=O)N3CCCCCC3)cc2)N1c1ccccn1 (stereo not given) | -0.0288
COc1ccc(-c2nc(N)ncc2-c2csc(C)n2)c(O)c1 | 0.281
Cn1c(=O)[nH]c(=O)c2c1nc(CN1CCN(c3ccccc3F)CC1)n2CC(N)=O | 0.169
CC(=O)Nc1cccc(NC(=O)CSc2nnnn2C(C)C)c1 | 1.18
CN(C)c1nc(N)nc(-c2nc3ccccc3s2)n1 | 0.539
CC(=O)Nc1sc(C)c(C)c1C(=O)Nc1ccc(C)cc1 | -0.525
CCOc1cc(CNc2ccccc2SC)ccc1O | -2.08
Cc1cc(C)cc(NC(=O)C2CCN(c3nccs3)CC2)c1 | -0.0799
Cc1ccc(C)c(N2CCN(CC(=O)Nc3ccc4[nH]c(=O)[nH]c4c3)CC2)c1 | -0.106
CN(C)S(=O)(=O)c1cc(S(=O)(=O)N(C)C)c(Cl)cc1N | -0.106
NC(=O)c1sc2nc(N3CCCCC3)c3c(c2c1N)CCCC3 | -0.103
O=C(C1CCN(c2nnnn2-c2ccccc2)CC1)N1CCN(c2ccccc2)CC1 | 2.44
Brc1cccc(C2CC(c3ccccc3)n3nnnc3N2)c1 (stereo not given) | -2.31
Cc1ccc(CNC(=O)C2CCC(CNc3c(N4CCOCC4)c(=O)c3=O)CC2)cc1 (stereo not given) | -0.836
CC(=O)NCC(=O)OCC(=O)c1ccc(C)cc1 | 0.167
COc1ccc(S(=O)(=O)NCC(=O)N(CC(=O)NCC2CCCO2)c2c(C)cccc2C)cc1 (stereo not given) | 0.00181
O=C1CC(=O)C(n2cncn2)C(c2c(F)cccc2Cl)C1 (stereo not given) | 0.848
SMILES | Cav3 T inh
CCOc1cc(CNC(=O)CN2C(=O)c3ccccc3S2(=O)=O)ccc1OC | 2.04
COc1cccc2cc(C(C)N(CCCN3CCOCC3)C(=O)Nc3ccc(Cl)cc3)oc12 (stereo not given) | -0.447
CC(O)Cc1nsc(NC(=O)c2ccc(Br)o2)n1 (stereo not given) | -0.127
Cc1ccc(-n2nnc3c(=O)n(CC(=O)N4CCCC4)cnc32)cc1 | 0.254
COC(=O)c1cc2ccsc2n1CC(=O)N1CCCc2ccccc21 | -3.02
CN(CC(=O)NCc1cccnc1)S(=O)(=O)c1ccc2c(c1)c(=O)n(C)c(=O)n2C | 0.326
Cc1ccc(-c2cc(C(F)(F)F)n3nc(C(=O)NCCCn4ccnc4)cc3n2)cc1C | 0.0719
O=C(CSc1ncn(-c2ccccc2)n1)Nc1nc2ccccc2s1 | -3.06
c1ccc(-n2nnnc2-n2ccnc2)cc1 | 0.0388
Cc1ccccc1Cn1cc(NC(=O)c2cc(-c3cccs3)on2)cn1 | -3.25
CS(=O)(=O)N(CC(N)=O)c1ccc2c(c1)OCO2 | 0.611
O=C(Cn1cccc1C(=O)c1ccccc1)NCc1ccco1 | -0.465
COCCOC(=O)C(C#N)c1nc2ccccc2nc1N1CCCC1 (stereo not given) | 0.604
CCC(C(=O)NC1CCCC1)N(Cc1ccco1)C(=O)Cn1nnc(-c2ccc(C)cc2)n1 (stereo not given) | -3.67*
Cc1ccc(C)c2c1[nH]c1ccccc12 | 0.0688
CCC(C)NC(=O)CN(C)S(=O)(=O)c1ccc2c(c1)c(=O)n(C)c(=O)n2C (stereo not given) | 0.249
CCCc1oc2c(c(=O)c1CC)C(=O)CC(C)(C)C2 | 0.475
FC(F)(F)C1CC(c2cccs2)Nc2ncnn21 (stereo not given) | -0.573
CC(=O)N1CCN(S(=O)(=O)c2cccc(C(=O)NC3CCCc4ccccc43)c2)CC1 (stereo not given) | 0.689
N#Cc1c(N)nc2c(c1-c1cccnc1)CCCCC2 | 1.44
O=C(C1COc2ccccc2O1)N1CCN(Cc2ccc3c(c2)OCO3)CC1 (stereo not given) | -1.05
COc1ccc2nc(NC(=O)C3CCCN3S(=O)(=O)c3ccc(C)cc3)sc2c1 (stereo not given) | -3.69*
N#CC1=C2N=C(N)c3ccccc3N2C2=C(C(=O)CCC2)C1c1ccc(Cl)cc1 (stereo not given) | -3.1
Cc1noc(C)c1COc1cccc(C(=O)NCc2ccccc2Cl)c1 | -1.63
CCOC(=O)CCCNC(=O)CCNC(=O)c1ccc(OCC)cc1 | 0.811
SMILES | Cav3 T inh
Cc1ccc(Cl)cc1N1CCN(S(=O)(=O)c2ccc3c(c2)oc(=O)n3C)CC1 | -2.07
O=C(O)Cn1nc2ccccc2n1 | 0.0168
COC(=O)C1=C(C)NC(C)=C(C(=O)OC)C1c1ccccn1 | 0.178
CCC(C)(C)n1nnnc1CN1CCC(NC(=O)c2ccccc2C)CC1 | -1.52
O=c1ccc(Cc2ccccn2)n[nH]1 | -0.0616
O=S(=O)(c1ccc(S(=O)(=O)N(Cc2cccs2)CC2CCCO2)cc1)N1CCCCC1 (stereo not given) | -0.106
O=C(O)c1cccc(N2C(=O)c3cccnc3C2=O)c1 | 0.0769
COc1ccc(CCNC(=O)CSc2nnc(Cc3csc(N)n3)n2C)cc1OC | -0.587
COc1cc(OC)c2ccc(=O)oc2c1C(CCN1CCCC1)c1ccc(N(C)C)cc1 (stereo not given) | 0.378
COc1ccc(CCNC2CC(=O)N(CCc3ccc(OC)c(OC)c3)C2=O)cc1OC (stereo not given) | -0.436
COc1ccc(N2C(=O)CC(Sc3nc(C)c4c(n3)CCCC4)C2=O)cc1 (stereo not given) | 0.779
CCN(CC)S(=O)(=O)c1cc(C(=O)Nc2cccnc2)ccc1Cl | 1.03
COc1ccc(C(C(=O)NC2CCCCC2)N2CCC3(CC2)OCCO3)cc1 (stereo not given) | -0.324
COC(=O)c1sc(S(=O)(=O)N2CCC(C)CC2)c(C(=O)OC)c1C | -1.35
COc1ccc2nc(SCC(=O)N3CCN(c4ccc(F)cc4)CC3)c(C#N)cc2c1 | -0.925
COC(=O)Nc1ccc(S(=O)(=O)N2CCC(Cc3ccccc3)CC2)cc1 | -2.7
COc1cccc(-c2nc(-c3ccccn3)no2)c1 | 0.147
Nc1nc(SCC(=O)Nc2ccccc2)[nH]c(=O)c1-c1ccccc1 | -1.44
Nc1cccc(-c2cn3cc(C(F)(F)F)cc(Cl)c3n2)c1 | -1.66
CCOc1ccccc1N/C(=C(/C(Cl)=C(Cl)Cl)[N+](=O)[O-])n1cncn1 | -0.78
CCCOc1ccc2c3c(c(=O)oc2c1OCCC)CCC3 | -1.04
O=C1CC(Cc2ccccc2)C(=O)N1Cc1ccco1 (stereo not given) | 0.756
COc1ccccc1Nc1nc(NCCO)c2ccccc2n1 | 1.07
CN(C)CCNC(=O)c1cc2cc(Br)ccc2oc1=O | 0.0392
CCCn1c(=O)c2ccccc2n2c(SCCOc3ccccc3F)nnc12 | -0.217
SMILES | Cav3 T inh
CCOC(=O)c1ccc(NS(=O)(=O)c2cc(-c3nnnn3C(C)C)ccc2OC)cc1 | 1.39
CCC(=O)N1C(C(=O)NCc2ccc(OC)cc2)CSC1c1ccc(OC)cc1 (stereo not given) | -0.0975
CCOc1ccc(-c2nnn(CC(=O)N3CCN(c4ccc(OC)cc4)CC3)n2)cc1OCC | -0.0714
CCOC(=O)C1=C(C)NC(=O)NC1c1ccc(Br)s1 (stereo not given) | -0.212
Cc1cc(C)nc(Nc2nc3ccccc3[nH]2)n1 | 1.41
COc1ccc(C(=O)/C=C/c2ccccc2OC)c(OC(=O)c2ccc([N+](=O)[O-])cc2)c1 | -1.66
c1ccc(-n2ncc3c(N4CCCC4)ncnc32)cc1 | 0.414
COC(=O)C1CCN(c2cc(=O)n(-c3ccccc3Cl)c(=O)[nH]2)CC1 | 1.07
CCC1(C(=O)O)NC(c2cc(OC)ccc2O)C2C(=O)N(Cc3ccccc3)C(=O)C21 (stereo not given) | -0.00436
Cc1cc(C)n(CCCNC(=O)c2ccc3c(c2)NC(=O)CS3)n1 | -0.0772
CCOC(=O)N1CCC(NC(=O)CCc2c(C)nc3ncnn3c2C)CC1 | -0.0872
Cc1ccc(NC(=O)C(CC(C)C)NC(=O)C2CCC(C)CC2)nc1 (stereo not given) | -1.01
O=C(Cc1cccs1)N1CCN(c2nc(-c3ccc(Cl)cc3)cs2)CC1 | 0.302
COc1ccc(-c2nnc(-c3ccc(OCC(C)C)cc3)o2)cc1 | -0.415
O=C(NC(=S)Nc1ccc2c(c1)OCCO2)c1ccccc1 | -0.418
CCOC(=O)N1CCN(C2CC(=O)N(c3ccccc3)C2=O)CC1 (stereo not given) | 0.249
CC(=O)c1cc(-c2ccccc2)n(CC(=O)N2CCCCC2)c1C | 0.0898
CC(=O)N1CCCc2cc(S(=O)(=O)N(CC(C)C)CC(C)C)ccc21 | -0.695
CSc1nnnn1-c1cccc(O)c1 | -0.299
O=C1CC(N2CCN(C/C=C/c3ccccc3)CC2)C(=O)N1CCc1ccccc1 (stereo not given) | 0.146
Cc1cc(C)cc(OCC(O)CN2C(=O)NC(C)(C)C2=O)c1 (stereo not given) | 0.0157
c1ccc(Nc2nc3ccccc3n3cnnc23)cc1 | 1.16
Cc1cc(NC(=O)CSc2ncnc3ccccc23)no1 | 0.344
CCCNC(=O)C1CC(c2ccc(C(F)(F)F)cc2)=NO1 (stereo not given) | 0.221
O=C1c2ccccc2C(=O)C1c1ccnc2ccccc12 | -1.02

In the list so far, these have an aryl thioether with sulfur outside any ring.
SMILES | Cav3 T inh
C=CCn1c(CSCc2ccc(C)cc2)nnc1SCC(=O)NCc1ccccc1 | -3.6*
CCn1c2ccccc2c2nnc(SCC(=O)NCCOC)nc21 | 0.4
COc1ccc(SCc2noc(C(=O)NC(C)C)c2C(=O)O)cc1 | 0.0113
CCn1c(SCC(=O)NCc2ccco2)nnc1-c1cccs1 | 0.517
Clc1ccc(OCCSc2ncccn2)c2ccccc12 | -2.46
CC(=O)Nc1cccc(NC(=O)CSc2nnnn2C(C)C)c1 | 1.18
CCOc1cc(CNc2ccccc2SC)ccc1O | -2.08
O=C(CSc1ncn(-c2ccccc2)n1)Nc1nc2ccccc2s1 | -3.06
COc1ccc(CCNC(=O)CSc2nnc(Cc3csc(N)n3)n2C)cc1OC | -0.587
COc1ccc(N2C(=O)CC(Sc3nc(C)c4c(n3)CCCC4)C2=O)cc1 (stereo not given) | 0.779
COc1ccc2nc(SCC(=O)N3CCN(c4ccc(F)cc4)CC3)c(C#N)cc2c1 | -0.925
Nc1nc(SCC(=O)Nc2ccccc2)[nH]c(=O)c1-c1ccccc1 | -1.44
CCCn1c(=O)c2ccccc2n2c(SCCOc3ccccc3F)nnc12 | -0.217
CSc1nnnn1-c1cccc(O)c1 | -0.299
Cc1cc(NC(=O)CSc2ncnc3ccccc23)no1 | 0.344

From PubChem BioAssay
